# Source: PubChem BioAssay (several laboratories)
# PPC-1+TRAIL kill: compounds killing PPC-1 cancer cells with TRAIL present, primary screen, TRAIL potentiator project, ATPLite luminescence, uHTS; PPC-1 cells + TRAIL, ATPLite viability luminescence; cell killing (% activity), % at 4 µM; 0.41% of 220,000 active;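 active means cell killing above 50% in the first pass at 4 µM, then a duplicate retest at 5 µM averaging 50% or more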;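 further: plate controls were cells with TRAIL plus DMSO for no effect and medium-only wells lacking cells for full effect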
# NPY Y1 blocker: NPY-Y1 receptor antagonists, primary screen, cell-based; Neuropeptide Y receptor type 1 (Homo sapiens), P25929; HEK293-CNG Y1 cells, membrane potential fluorescence; NPY at EC95, then isoproterenol; inhibition, % at 3.6 µM; 1% of 200,000 active; AID 1040, 2008;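 active means inhibition above the campaign mean inhibition of all tested compounds plus 3 SD, cut at about 20% in these data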;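 further: 0% = DMSO wells given NPY plus isoproterenol and 100% = isoproterenol alone without NPY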
# Target sequence (P25929 whole entry, looked up): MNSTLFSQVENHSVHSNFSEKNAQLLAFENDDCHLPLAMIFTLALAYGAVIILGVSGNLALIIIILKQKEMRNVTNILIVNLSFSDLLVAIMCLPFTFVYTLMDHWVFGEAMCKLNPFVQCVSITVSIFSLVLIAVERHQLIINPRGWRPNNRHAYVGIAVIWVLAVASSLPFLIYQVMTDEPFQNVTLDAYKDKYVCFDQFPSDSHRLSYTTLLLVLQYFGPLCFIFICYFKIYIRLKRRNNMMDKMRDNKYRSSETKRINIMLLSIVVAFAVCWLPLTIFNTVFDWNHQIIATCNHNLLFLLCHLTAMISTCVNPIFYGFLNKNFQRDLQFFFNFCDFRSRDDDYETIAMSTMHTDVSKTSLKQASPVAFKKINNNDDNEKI
#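 Material: HEK293 Y1/CNG channel cell line | Also added: NPY (25 nM), isoproterenol (1 µM), Ro 20-1724 (25 µM) | Compound: One concentration, 3.6 µM, in 0.4% DMSO | Schedule: 3 h dye uptake, 1 h room-temperature compound, 45 min post-isoproterenol | Signal: Membrane-potential fluorescent dye readout | Read-out: % inhibition of NPY effect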
# 14-3-3 Bad inh: inhibitors of 14-3-3 zeta/Bad binding, primary screen, biochemical, TR-FRET, bovine 14-3-3 zeta; AID 781, 2007; inhibition, % at 21.7 µM; TR-FRET 14-3-3zeta/Dy647-pBad peptide displacement, 1 h; 0.71% of 220,000 active;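 active means inhibition above about 70%, limit read from the data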;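 further: 0% = full 14-3-3 plus peptide FRET controls and 100% = background without 14-3-3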
# Target sequence (P63103 whole entry, looked up): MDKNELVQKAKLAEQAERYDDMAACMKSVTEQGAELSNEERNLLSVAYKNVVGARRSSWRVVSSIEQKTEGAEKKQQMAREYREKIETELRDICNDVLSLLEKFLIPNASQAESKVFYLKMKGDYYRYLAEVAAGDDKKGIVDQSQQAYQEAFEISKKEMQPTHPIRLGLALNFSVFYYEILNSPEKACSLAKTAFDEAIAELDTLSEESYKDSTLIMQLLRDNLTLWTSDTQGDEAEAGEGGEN
# zfTRPN1 agonist: zebrafish TRPN1 channel agonists, primary screen, cell-based, HEK293, calcium fluorescence | HEK293 zebrafish TRPN1-YFP, Fluo-8 calcium fluorescence; 100% = response to 87 µM carbachol | AID 1424, 2008 | transient receptor potential cation channel N1 (TRPN1/NompC), Danio rerio | 0.18% of 220,000 active | activation, % at 3 µM;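 active means activation above its plate's cutoff, the mean activation of test wells on that plate plus 3 SD, cut at about 19% in these data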;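 further: 0% = DMSO alone and 100% = 87 µM carbachol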
#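 System: zebrafish TRPN1-YFP in HEK293 cells / Dosing: 3 µM single point / Timing: dye loading 1 h at 37 °C, then 30 min room temperature / Signal: Fluo-8 calcium fluorescence, excitation 470-495 nm, emission 515-575 nm / Read-out basis: percent activation from peak over basal fluorescence ratio, control-normalized / Control set: high carbachol 87 µM, low DMSO alone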
# CHOP inhibitor: inhibitors of CHOP promoter induction, primary screen, cell-based, unfolded protein response, luciferase reporter; inhibition, % at 10 µM; CHO-K1 CHOP-promoter luciferase, tunicamycin-induced, 15-18 h; AID 2732, 2010; 3.8% of 220,000 active;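 active means compounds that reduced the stress-induced luciferase reporter signal by more than about 70% of percent inhibition, limit read from the data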;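 further: 0% = tunicamycin plus vehicle and 100% = wells without tunicamycin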
# EP2 antag: human EP2 receptor antagonists, primary screen, TR-FRET cAMP, C6 glioma cells | Prostaglandin E2 receptor EP2 subtype (Homo sapiens), P43116 | inhibition, % at 25 µM | C6 glioma cells expressing human EP2; cells stimulated with saturating PGE2 | AID 1422, 2008 | 0.52% of 260,000 active;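 active means percent inhibition above 40 after rounding to a whole number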;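 further: rat C6 glioma host cells with rolipram phosphodiesterase inhibitor present; the protocol text gives 20 µM as final concentration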
# Target sequence (P43116 whole entry, looked up): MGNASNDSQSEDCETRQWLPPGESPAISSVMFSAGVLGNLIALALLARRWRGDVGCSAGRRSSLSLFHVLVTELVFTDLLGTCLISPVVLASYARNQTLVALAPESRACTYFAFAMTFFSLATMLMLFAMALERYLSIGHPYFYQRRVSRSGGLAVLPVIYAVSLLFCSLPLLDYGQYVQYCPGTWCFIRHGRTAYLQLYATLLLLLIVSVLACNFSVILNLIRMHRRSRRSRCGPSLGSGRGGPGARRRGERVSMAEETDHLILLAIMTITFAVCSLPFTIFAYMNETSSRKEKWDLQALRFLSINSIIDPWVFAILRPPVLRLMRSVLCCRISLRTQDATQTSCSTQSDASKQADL
# TRPML3 agonist: human TRPML3 channel agonists, primary screen, cell-based, HEK293 TRPML3-YFP, Fluo-8 calcium fluorescence, 3 µM | Mucolipin-3 (Homo sapiens), Q8TDD5 | 100% = the carbachol control signal | activation, % at 3 µM | 0.29% of 220,000 active;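 active means activation above its plate's cutoff, the mean activation of the plate's test wells plus 3 SD, cut at about 12% in these data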;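 further: 0% = DMSO only wells and 100% = carbachol wells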
#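 Test system: HEK293 cells stably carrying human TRPML3-YFP; Doses: single dose, 3 µM final nominal compound, 0.3% DMSO final; Schedule: dye loading 1 h 37 °C then 30 min ambient, 125 s read; Technique: Fluo-8 calcium fluorescence; Benchmarks: high control carbachol 87 µM, low control DMSO.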
# EP2 modulator: EP2 receptor modulators, cAMP readout, primary screen, cell-based, HTRF cAMP, PGE2 stimulation; Prostaglandin E2 receptor EP2 subtype (Homo sapiens), P43116; EP2-expressing cells, cAMP HTRF FRET, PGE2 co-stimulation; induction, % at 25 µM; 0.83% of 260,000 active;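 active means compounds whose cAMP rise, as percent of the full-agonist control response, exceeds 60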;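 further: rat C6 glioma line stably carrying human EP2 under a CMV promoter; the protocol text gives 20 µM as final concentration; 100% = response of wells given 1 µM PGE2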
# NPY-Y1 PAM-ag: NPY-Y1 receptor potentiators or agonists, primary screen, cell-based; Neuropeptide Y receptor type 1 (Homo sapiens), P25929; NPY-Y1 expressing cells, potentiator/agonist activation; activation, % at 3.6 µM; 0.37% of 220,000 active; AID 1304, 2008; in the data active means activation above about 33%, passing the limit was not always enough;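 further: cells stimulated with NPY at EC10 then isoproterenol at EC100; 0% = low agonist plus stimulus and 100% = saturating agonist plus stimulus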
# The depositor's hits bear a star; x = not tested or not shown; & = joins results of further samples; [ ] = another dose, or the depositor's remark. Some of the compounds tested. The share of hits here may be higher or lower than overall.
# Every second line gives: PPC-1+TRAIL kill	NPY Y1 blocker	14-3-3 Bad inh	zfTRPN1 agonist	CHOP inhibitor	EP2 antag	TRPML3 agonist	EP2 modulator	NPY-Y1 PAM-ag
1) COc1cc2c(cc1OC)C(c1cccc([N+](=O)[O-])c1)NC(=O)C2 (centres undefined)
 : -4	-1	-4	1.0	-8	7	0.7	6	-3
2) O=C1CN2NC(=S)N(c3ccccc3)C2=CN1c1ccc(Cl)cc1
 : 29	-3	-6	1.3	21	12	0.7	-28	-1
3) CNC(=O)C(Sc1nc(C)nc2c1oc1ccccc12)C(C)=O (centres undefined)
 : -1	3	-7	-0.2	19	8	2.4	9	18
4) CCN1CCCC1CNS(=O)(=O)c1cc(Br)cc2c1N(C(=O)C1CC1)CC2 (centres undefined)
 : 19	2	8[fluorescence artefact?]	-0.2	8	7	0.6	11	-13
5) Cc1ccc(C(=O)Nc2cccc(C(=O)O)c2)cc1S(=O)(=O)N1CCCCC1
 : 28	0	3	1.7	4	12	1.2	23	14
6) CCOC(=O)C1=C(c2ccccc2)Nc2ncnn2C1c1cc(OC)cc(OC)c1OC (centres undefined)
 : 10	1	1	0.2	22	3	1.0	3	-1
7) CC(=O)C1(C)OC(N)=C(C#N)C(c2ccccc2)C1(C#N)C#N (centres undefined)
 : -2	-1	-6	1.0	18	8	0.4	1	0
8) COc1ccc(OCC(O)CN2CCN(c3ccc(Cl)cc3)CC2)cc1 (centres undefined)
 : 1	x	-8	6.0	25	3	1.2	-5	16
9) N#CCCN(C(=O)CN1C(=O)NC2(CCCC2)C1=O)c1ccccc1F
 : 3	-6	-5	0.1	28	19	0.2	12	13
10) CCc1cccc(C)c1NC(=S)NCC(c1cccnc1)N1CCOCC1 (centres undefined)
 : 12	0	1	-1.8	-2	0	-0.1	9	12
11) Cc1cc(C(=O)NCc2ccc(S(N)(=O)=O)cc2)cs1
 : 17	-2	11	-0.3	5	5	1.1	1	-47
12) C/C(=N\Nc1nc(-c2ccccc2)cs1)c1cccs1
 : 23	3	-6	1.9	57	8	1.0	18	2
13) O=C(O)Cc1cn(-c2ccccc2)nc1-c1ccccc1
 : 6	2	-6	2.5	7	1	0.2	8	0
14) COC(=O)c1ccc(C2/C(=C(/O)c3ccc(OC)cc3)C(=O)C(=O)N2CC2CCCO2)cc1 (centres undefined)
 : 15	8	58	-0.3	11	27	0.2	28	15
15) CCCc1cc(=O)n2c(nc3ccccc32)[nH]1
 : 19	-1	9	-0.3	41	12	0.5	-20	1
16) COC(=O)c1cc(COc2ccc3c4c(c(=O)oc3c2)CCC4)c(C)o1
 : 27	-5	-8	1.5	29	x	0.5	6	14
17) Cc1cc(C)c2cc(C#N)c(NCCOC(=O)c3ccccc3C)nc2c1
 : 14	5	9	0.8	-4	-3	0.3	23	23
18) O=C(NCc1cccnc1)C(=O)NCC1OCCCN1S(=O)(=O)c1ccccc1 (centres undefined)
 : 20	1	-3[fluorescence artefact?]	-0.8	24	4	0.2	9	7
19) COc1ccc2ccccc2c1/C=N/NC(=S)Nc1cc(S(=O)(=O)N2CCOCC2)ccc1N1CCOCC1
 : 30	-2	1	-0.3	31	4	1.0	-7	-27
20) COC(=O)c1ccccc1NC(=O)n1cc(C)cn1
 : 13	2	-11	2.6	-9	2	0.2	5	-10
21) COc1cc(C2c3c(oc4ccccc4c3=O)C(=O)N2c2nccs2)ccc1O (centres undefined)
 : 22	x	-1	0.8	13	5	0.6	16	0
22) CCOc1ccc(Cl)cc1/C=N/NC(=O)c1ccccc1
 : -20	-1	4	1.6	16	4	0.7	-49	14
23) CC1=CC(C)(C)[N+](C)=CN1c1ccccc1
 : 40	-4	10[fluorescence artefact?]	0.5	8	12	1.1	19	-15
24) O=C(Nc1ccc(-c2nc3cc(NC(=O)c4cccs4)ccc3o2)cc1)c1cccs1
 : 34	-4	74*[fluorescence artefact?]	0.4	-54	4	1.1	-26	13
25) CC1(C)Cc2nc3[nH]c(=S)[nH]c(=O)c3cc2CO1
 : 3	x	-19	1.8	3	9	0.9	6	5
26) Cc1ccc(OCCn2cc(C#N)c3ccccc32)cc1
 : 9	12	6	0.8	60	12	0.6	40	-19
27) O=C(Nc1ccnc(-c2cccnc2)n1)c1ccc(F)cc1
 : 15	0	-10	1.1	-9	3	0.3	-66	-15
28) COc1ccc(F)cc1S(=O)(=O)Nc1cccc(C(=O)O)c1
 : 20	-3	-5	-1.8	-11	3	0.6	8	-17
29) C=CCn1c(Sc2ccccc2)nc2c1c(=O)[nH]c(=O)n2C
 : 30	1	-5	0.0	6	8&10	0.6	-33&24	-31
30) CN(C)CCCNS(=O)(=O)c1ccc(N2CCC(c3ccc(Cl)cc3)=N2)cc1
 : 27	0	18	-0.8	x	0	0.7	-33	3
31) O=C(O)c1ccccc1-c1ccccc1C(=O)NNc1ccc([N+](=O)[O-])cc1
 : 0	x	3	-0.7	0	5	-1.0	-6	15
32) CC1=C(C(N)=O)C(c2ccccn2)n2nc(SCc3ccccc3Cl)nc2N1 (centres undefined)
 : 15	-3	-3	0.2	-7	5	-0.6	-1	-3
33) Cc1cc(=O)n2c(n1)NC(Nc1cccc(C)c1C)=NC2c1ccc(F)cc1 (centres undefined)
 : -15	x	1	0.1	0	2	0.2	21	-10
34) Cc1ccc2nc(SCc3cccc([N+](=O)[O-])c3)nc(C)c2c1
 : 15	18	-2[fluorescence artefact?]	-0.4	-12	9	-0.1	43	-20
35) COc1cc2c(cc1OC)C1(CCCC1)CNC2c1cccc([N+](=O)[O-])c1 (centres undefined)
 : 2	-2	-1	0.0	3	6	-0.6	24	-2
36) Cc1cccc(/N=C/C2=C(O)CC(C)(C)CC2=O)n1
 : 5	x	-8	0.0	-28	11	0.9	-3	9
37) CCOc1ccc(-c2nnn(CC(=O)Nc3cc(OC)ccc3OC)n2)cc1OCC
 : 17	-6	-13	-0.4	39	6&10	-0.1	19&1	-4
38) COc1cc(-c2c(C#N)c(N)nc3c2CCCC3)cc(OC)c1OC
 : -2	-4	-17	-0.2	56	3	-0.4	-6	-2
39) CCC(=O)n1nc(-c2ccc(OC)cc2)nc1N
 : -13	1	-3[fluorescence artefact?]	0.6	-9	3	-0.4	17	-11
40) COC(=O)C(NC(=O)c1ccc(F)cc1)(Nc1nc(C)cs1)C(F)(F)F (centres undefined)
 : 28	3	-10	0.8	16	0	-0.3	9	4
41) Cn1cc(C(=O)N2CCc3ccccc3C2)c(=O)c2cc(S(=O)(=O)N3CCCCC3)ccc21
 : 11	-3	-2	0.3	-14	5	-0.2	-10	2
42) O=C(/C=C/c1ccco1)N(Cc1ccc(F)cc1)C1CCS(=O)(=O)C1 (centres undefined)
 : -10	x	-1	0.9	9	13	0.4	7	14
43) O=C(O)CCC(NC(=O)c1cncc(O)c1)C(=O)O (centres undefined)
 : 3	3	18	0.2	12	6	0.6	-2	-10
44) COCCn1nnnc1C(c1cc2ccc(OC)cc2[nH]c1=O)N1CCc2ccccc2C1 (centres undefined)
 : 14	2	3	-1.1	25	15&7	-0.5	-16&-75	11
45) Cc1nnnn1/C(=C\c1ccccc1)C(=O)OCC(=O)N(C)C1CCS(=O)(=O)C1 (centres undefined)
 : -20	0	-19	1.0	4	2	1.3	15	5
46) C[C@H](NC(=O)c1nc[nH]c1C(=O)NCc1ccccc1)C(=O)OC(C)(C)C
 : 0	2	-10	-0.1	-4	5	0.1	0	-8
47) CCN(CC)C(=O)Cn1cnc2sc(C(=O)N3CCN(c4ccc(OC)cc4)CC3)c(C)c2c1=O
 : 5	-1	-13[fluorescence artefact?]	3.5	10	15	1.2	6	12
48) CC(=O)Nc1ccc(-c2nnc(SCc3ccccc3C#N)n2C)cc1
 : 8	-3	4	4.1	21	4	1.2	24	1
49) CC1CCCC(NC(=O)c2ccc3c(c2)N(Cc2ccccc2)C(=O)CS3=O)C1C (centres undefined)
 : 16	1	2	-1.4	-3	11	0.0	13	13
50) Cc1nnc(SCC(=O)c2ccccc2)n1Cc1ccccc1
 : 1	3	10[fluorescence artefact?]	1.8	4	2	0.2	2	-1
51) O=C(Cc1ccccc1)Nc1ccccc1C(=O)N1CCCCCC1
 : 8	4	0	1.2	7	8	0.0	16	-3

# Retrieved one by one from above (5):
# Every second line gives: PPC-1+TRAIL kill	NPY Y1 blocker	14-3-3 Bad inh	zfTRPN1 agonist	CHOP inhibitor	EP2 antag	TRPML3 agonist	EP2 modulator	NPY-Y1 PAM-ag
9) N#CCCN(C(=O)CN1C(=O)NC2(CCCC2)C1=O)c1ccccc1F
 : 3	-6	-5	0.1	28	19	0.2	12	13
16) COC(=O)c1cc(COc2ccc3c4c(c(=O)oc3c2)CCC4)c(C)o1
 : 27	-5	-8	1.5	29	x	0.5	6	14
48) CC(=O)Nc1ccc(-c2nnc(SCc3ccccc3C#N)n2C)cc1
 : 8	-3	4	4.1	21	4	1.2	24	1
44) COCCn1nnnc1C(c1cc2ccc(OC)cc2[nH]c1=O)N1CCc2ccccc2C1 (centres undefined)
 : 14	2	3	-1.1	25	15&7	-0.5	-16&-75	11
3) CNC(=O)C(Sc1nc(C)nc2c1oc1ccccc12)C(C)=O (centres undefined)
 : -1	3	-7	-0.2	19	8	2.4	9	18

# Single records (already shown). Order of screens: PPC-1+TRAIL kill, NPY Y1 blocker, 14-3-3 Bad inh, zfTRPN1 agonist, CHOP inhibitor, EP2 antag, TRPML3 agonist, EP2 modulator, NPY-Y1 PAM-ag
# O=C(Cc1ccccc1)Nc1ccccc1C(=O)N1CCCCCC1 reads 8, 4, 0, 1.2, 7, 8, 0.0, 16, -3
# Cc1nnc(SCC(=O)c2ccccc2)n1Cc1ccccc1 reads 1, 3, 10[fluorescence artefact?], 1.8, 4, 2, 0.2, 2, -1
# CC(=O)Nc1ccc(-c2nnc(SCc3ccccc3C#N)n2C)cc1 reads 8, -3, 4, 4.1, 21, 4, 1.2, 24, 1
